# High-throughput results deposited in PubChem by NCI.
# All columns: NCI-60 one-dose screen, growth in % after 48 h at 10 µM unless noted; 100 = growth as untreated, 0 = no growth, -100 = all killed.
# HCT-116: HCT-116 colon cancer | 82,000 tested, 7.3% active | AID 1794798
# HT29: HT29 colon cancer; 81,000 tested, 7.4% active
# SNB-75: SNB-75 CNS cancer | 79,000 tested, 5% active | AID 1794750
# HCC-2998: HCC-2998 colon cancer; AID 1794799; 79,000 tested, 4.7% active
# SW-620: SW-620 colon cancer. 82,000 tested, 5.2% active
# HCT-15: HCT-15 colon cancer; 82,000 tested, 5.2% active; AID 1794746
# KM12: KM12 colon cancer cells; AID 1794800; 82,000 tested, 5% active
# SF-268: SF-268 CNS cancer cells; 82,000 tested, 3.1% active
# SNB-19: SNB-19 CNS cancer cells. 81,000 tested, 2.5% active
# Active calls of the source: *; x = no result given. How the source made its calls: active means growth percent below 10; inactive means the rest.
SMILES	HCT-116	HT29	SNB-75	HCC-2998	SW-620	HCT-15	KM12	SF-268	SNB-19
CC(C)C(C(=O)N(C)CC(O)c1ccc(O)c(O)c1)N1C(=O)/C(=C/c2ccc(Br)cc2)SC1=S (stereo not drawn)	99	112	x	101	104	101	100	91	103
O=C1C=C(CCc2ccccc2)CCC1	102	103	91	105	100	97	98	99	93
COc1ccc(C(c2ccc(N(C)C)cc2)c2ccc(N(C)C)cc2)cc1S(=O)(=O)O	101	99	89	100	112	98	99	93	107
CC1(COc2ccc3ncc(C#Cc4cncc(C(=O)Nc5ccc(C#N)c(C(F)(F)F)c5)c4)n3n2)COC1	108	107	96	109	116	98	24	106	104
CCOc1ccc(N2C(=O)C3C4c5ccccc5C(c5ccccc54)C3C2=O)cc1 (stereo not drawn)	90	101	104	99	106	97	102	89	103
COc1cccc(-c2cc(-c3cc4cc(Br)ccc4oc3=O)nc(N)n2)c1	79	106	61	x	93	92	96	81	91
CN(C)CCSc1nnc(-c2cc(-c3ccccc3)nc3ccccc23)n1-c1ccccc1	78	72	69	86	97	89	94	75	98
O=S(=O)(NCCCNc1nccc(-n2cnc3ccccc32)n1)c1cccc2ccccc12	66	55	65	85	100	54	52	67	83
Cc1ncc2[nH]cnc2n1	102	102	85	110	105	103	105	100	110
COc1cccc(-c2nc3sccn3c2-c2ccncn2)c1	107	87	77	118	113	97	101	95	102

# Brought forward from above: 3 compounds, then new ones.
SMILES	HCT-116	HT29	SNB-75	HCC-2998	SW-620	HCT-15	KM12	SF-268	SNB-19
O=S(=O)(NCCCNc1nccc(-n2cnc3ccccc32)n1)c1cccc2ccccc12	66	55	65	85	100	54	52	67	83
Cc1ncc2[nH]cnc2n1	102	102	85	110	105	103	105	100	110
COc1cccc(-c2nc3sccn3c2-c2ccncn2)c1	107	87	77	118	113	97	101	95	102
CCOC(=O)c1cc2c(n1Cc1cc(OC)cc(OC)c1)-c1oncc1CCC2	15	6.6*	16	19	25	24	19	34	28
COc1ccc(OC)c(-c2cc(-c3ccc(Cl)cc3)c(C#N)c(SCc3ccccc3)n2)c1	90	93	80	104	94	88	86	90	100
COc1ccc2nc(Cl)c(/C=C3/S/C(=N/O)NC3=O)cc2c1	90	102	72	99	91	93	93	96	99
O=C(Nc1cncnc1Oc1cccc(C(F)(F)F)c1)c1ccc(F)cc1	101	109	97	111	106	101	110	110	108
CN(C)CC1C(=O)C2CCC1C2 (stereo not drawn)	x	105	105	106	111	116	103	112	103
CCOC(=O)COc1ccc(/C=N/NC(=O)Cn2c(C(C)C)nc3ccccc32)cc1OC	108	117	94	104	107	109	105	98	99
O=C(Nc1nn(-c2c(Cl)cc(Cl)cc2Cl)nc1-c1ccccc1)c1ccccc1	89	95	83	103	94	94	104	99	101
Cc1cccc(Cl)c1NC(=O)C(C)C	100	114	94	108	107	102	103	107	98
COc1ccc(CNCCNCc2ccc(OC)cc2)cc1	95	93	81	105	96	98	95	92	x
Cc1nc2nc(C(F)(F)F)[nH]c2nc1C	101	107	85	x	114	111	105	102	x

# Shown with values under each structure: part of the list above
# Second line of a record: HCT-116 | HT29 | SNB-75 | HCC-2998 | SW-620 | HCT-15 | KM12 | SF-268 | SNB-19
COc1ccc(OC)c(-c2cc(-c3ccc(Cl)cc3)c(C#N)c(SCc3ccccc3)n2)c1
 : 90 | 93 | 80 | 104 | 94 | 88 | 86 | 90 | 100
COc1ccc2nc(Cl)c(/C=C3/S/C(=N/O)NC3=O)cc2c1
 : 90 | 102 | 72 | 99 | 91 | 93 | 93 | 96 | 99
O=C(Nc1cncnc1Oc1cccc(C(F)(F)F)c1)c1ccc(F)cc1
 : 101 | 109 | 97 | 111 | 106 | 101 | 110 | 110 | 108
CN(C)CC1C(=O)C2CCC1C2 (stereo not drawn)
 : x | 105 | 105 | 106 | 111 | 116 | 103 | 112 | 103
CCOC(=O)COc1ccc(/C=N/NC(=O)Cn2c(C(C)C)nc3ccccc32)cc1OC
 : 108 | 117 | 94 | 104 | 107 | 109 | 105 | 98 | 99
O=C(Nc1nn(-c2c(Cl)cc(Cl)cc2Cl)nc1-c1ccccc1)c1ccccc1
 : 89 | 95 | 83 | 103 | 94 | 94 | 104 | 99 | 101
Cc1cccc(Cl)c1NC(=O)C(C)C
 : 100 | 114 | 94 | 108 | 107 | 102 | 103 | 107 | 98

# (continued)
SMILES	HCT-116	HT29	SNB-75	HCC-2998	SW-620	HCT-15	KM12	SF-268	SNB-19
Nc1ncnc2c1ncn2C1O[C@H](COP(=O)(O)O)[C@@H](O)[C@H]1O (stereo partly drawn)	101	105	100	107	112	108	110	111	112
COC(=O)C1(C2CCCCCCCCCCC2=O)NC(=S)NC(=O)C1C#N (stereo not drawn)	107	107	101	111	103	103	107	121	99
O=C(CCNc1nc2ccccc2[nH]1)Nc1nc2ccccc2[nH]1	100	103	89	118	96	96	101	100	97
Cc1ccc(S(=O)(=O)Nc2ccccc2NS(=O)(=O)c2ccc(C)cc2)cc1	97	105	98	101	105	95	98	109	96
CCCCCCN1C(=O)C2C/C(=C\N(C)C)C(=O)N2C1N(C)C (stereo not drawn)	81	88	83	101	95	70	82	97	105
O=C1CSC(c2ccc(O)cc2)N1c1nnc(Cn2cnnc2)o1 (stereo not drawn)	93	56	54	112	67	110	50	70	98
CCOC(=O)c1ccc(S(=O)(=O)N(CC)CC)cc1	104	109	x	104	113	109	101	107	99
CCOC(=O)C1=C(C)N(c2ccc(OC)cc2)C2(O)C=CC(O)=C(C#N)C12C#N (stereo not drawn)	95	104	82	104	115	102	100	115	103
COc1ccc(Cn2cncc2-c2c[nH]c3ccccc23)cc1	81	93	24	97	92	93	99	89	91
COc1ccc(-n2nc(C(=O)NCCCCCC(=O)O)nc2-c2ccccc2)cc1	88	91	101	103	118	105	x	x	102
COc1cc(/C=C/C(=O)c2ccc(Nc3ncnc4cc(OC)c(OC)cc34)cc2)cc(OC)c1	31	x	96	106	109	98	83	98	95
NS(=O)(=O)c1ccc(C(=O)NN2C(=O)c3c(Br)c(Br)c(Br)c(Br)c3C2=O)cc1	100	109	78	111	101	99	97	95	101
COc1ccc(N2CCC(=S)NC2=S)cc1	104	104	72	104	104	101	101	94	95
CCOC(=O)C1(C)CCCC1=O (stereo not drawn)	90	103	92	97	101	99	125	121	94
COc1ccc(C(=O)Nn2cnc3oc(-c4ccccc4)cc3c2=N)cc1	98	104	x	107	99	101	100	100	105
O=[N+]([O-])c1ccc2c(c1)C(N1CCN(CCO)CC1)Cc1ccc(F)cc1S2 (stereo not drawn)	77	77	77	80	110	90	92	73	93
Cc1cc2nnc(-c3ccc(Cl)cc3)n2c(SCc2ccccc2)n1	91	105	91	110	96	102	95	97	92
Cc1nc(Nc2ccc(S(=O)(=O)Nc3cc(C)on3)cc2)c2ccccc2n1	109	99	83	107	109	99	103	99	110
O=C1CCCN1c1nc(-c2ccccc2)cs1	104	101	x	105	102	100	100	96	96
COc1ccccc1[C@H]1C(C(=O)c2ccc(Cl)cc2)C2(N[C@@H]1c1ccccc1)C(=O)Nc1ccccc12 (stereo partly drawn)	0.1*	-53*	56	-51*	5.8*	-19*	-13*	10	14

# Copied from the list.
# COC(=O)C1(C2CCCCCCCCCCC2=O)NC(=S)NC(=O)C1C#N (stereo not drawn) in HCT-15 = 103
# CCOC(=O)COc1ccc(/C=N/NC(=O)Cn2c(C(C)C)nc3ccccc32)cc1OC in SW-620 = 107

# Next records.
SMILES	HCT-116	HT29	SNB-75	HCC-2998	SW-620	HCT-15	KM12	SF-268	SNB-19
COc1cccc2c1C(=O)c1c(OC)cccc1C2=O	87	95	94	100	97	99	104	102	103
Cc1ccc(/C=C(\C#N)C(N)=O)cc1	104	103	94	106	96	104	106	102	100
N#CC1C(=O)SC2c3ccccc3C(=O)c3ccccc3C12 (stereo not drawn)	102	98	96	102	101	111	97	101	99
Cc1cccc2c1nc(-c1c(F)cc(C(=O)O)cc1F)n2Cc1c(F)cccc1F	95	92	78	102	102	99	105	107	113
COc1ccc(C2CC(c3ccc(C)cc3C)=NN2c2ccc(S(=O)(=O)NC(=S)NCc3ccccc3)cc2)cc1 (stereo not drawn)	63	94	91	88	93	59	60	94	84
Cc1cnc(C2OCCO2)c2cccc(N)c12	90	102	91	104	101	97	103	103	107
CCc1c(C)c2cc3c(c(C)c2oc1=O)OCC(=O)N3	53	64	14	90	90	67	84	68	64
Oc1cccc(C(F)(F)F)c1	100	92	x	112	101	106	113	111	106
COc1ccc(Nc2cc(C)nc(NCc3ccccc3)n2)cc1	15	11	49	21	15	26	5.6*	48	57
COc1ccc(C2CC(=O)Nc3c2c(C)nn3-c2ccc(Cl)nn2)cc1 (stereo not drawn)	91	104	77	102	96	96	95	94	96
COc1ccc2c(c1)[n+]([O-])c(C#N)c(NC(=O)c1ccco1)[n+]2[O-]	100	101	110	x	108	99	105	107	96
Cn1ccnc1C(=O)/C=C/c1ccc(CNC(=O)c2c(F)c(F)c(F)c(F)c2F)cc1	4.8*	15	96	91	38	12	23	29	42
Cc1ccnc(NS(=O)(=O)c2ccc(NC(=O)c3ccc(C(=O)Nc4ccc(S(=O)(=O)Nc5nccc(C)n5)cc4)cc3)cc2)n1	106	104	98	111	106	115	108	103	102
Cc1ccc(NCc2c(O)ccc3ccccc23)cc1	93	91	74	98	99	101	100	98	95
CC(C)OC(=O)Nc1ccc(F)c(F)c1	103	95	83	103	97	100	100	98	99
COc1ccc(-n2cc(-c3ccc(Br)cc3)nc2SCC(=O)c2ccc(-c3ccccc3)cc2)cc1	72	90	77	94	86	82	87	79	81
CC1(C)CC[C@]2(C(=O)O)CC[C@]3(C)C(=CCC4[C@@]5(C)C[C@@H](O)[C@@H]6OC(c7cccs7)OC[C@@]6(C)C5CC[C@]43C)C2C1 (stereo partly drawn)	62	83	91	88	85	65	62	89	81
COc1cc(C2CC(=O)Nc3n[nH]c(-c4ccccc4)c32)cc(OC)c1OC (stereo not drawn)	45	47	48	68	45	68	51	91	75
CC(=O)c1cccc(O)c1	100	92	91	110	101	101	103	97	108
COc1ccc(Nc2ncc(C#N)c(NCCCNC(=O)C3CCC3)n2)cc1	50	62	58	97	42	50	64	31	69

# Overlap with the part before: 4 compounds, followed by the next part.
SMILES	HCT-116	HT29	SNB-75	HCC-2998	SW-620	HCT-15	KM12	SF-268	SNB-19
CC1(C)CC[C@]2(C(=O)O)CC[C@]3(C)C(=CCC4[C@@]5(C)C[C@@H](O)[C@@H]6OC(c7cccs7)OC[C@@]6(C)C5CC[C@]43C)C2C1 (stereo partly drawn)	62	83	91	88	85	65	62	89	81
COc1cc(C2CC(=O)Nc3n[nH]c(-c4ccccc4)c32)cc(OC)c1OC (stereo not drawn)	45	47	48	68	45	68	51	91	75
CC(=O)c1cccc(O)c1	100	92	91	110	101	101	103	97	108
COc1ccc(Nc2ncc(C#N)c(NCCCNC(=O)C3CCC3)n2)cc1	50	62	58	97	42	50	64	31	69
CCCCN(CCCC)c1nn[nH]n1	104	108	90	91	110	101	123	109	107
CC(=O)Nc1ccc(N=NN(C)C)cc1	110	97	82	110	102	105	97	100	103
Cc1ccc2nc(-c3nc4ccccc4[nH]3)c(Cl)cc2c1	79	116	71	x	98	100	88	103	93
Nc1nc(SCc2ccccc2)cc(SCc2ccccc2)n1	94	108	98	106	114	92	110	98	103
C=C1C(=O)O[C@H]2[C@H]1CC/C(Cn1cc(CNCCc3c[nH]c4ccccc34)nn1)=C\CC[C@@]1(C)O[C@@H]21	65	61	80	97	46	102	98	96	98
COc1ccc2c(=O)c(-c3ccccc3OC)c(C)oc2c1	101	109	97	103	115	100	104	x	103
COc1ccc(NC(c2ccc(OC(F)F)c(OCC3CC3)c2)c2nnnn2C2CCCCC2)cc1 (stereo not drawn)	90	88	81	116	100	94	90	86	97
c1ccc(Cc2nn3cc(-c4ccccc4)nc3s2)cc1	79	95	102	103	109	95	97	98	103
Nc1ccc2nc(NC(=O)CN3CCCCC3)sc2c1	101	107	95	112	102	107	107	99	97
O=C1Nc2ccc(Cl)cc2/C1=C/c1c[nH]c2ccc(F)cc12	67	70	39	89	95	56	19	x	91
O=P1(NC2CCCCC2)OCC2(CO1)COP(=O)(NC1CCCCC1)OC2 (stereo not drawn)	107	121	97	96	104	110	104	101	111

# The order is random. Share with any hit: about 11%.
